S2 tox: reduces viability in counter-screen for ATXN expression inhibitors. S2 cells (HEK-293 line with an ATXN2-luciferase reporter) viability, CellTiter-Fluor protease fluorescence, 24 h. Potency, µM (highest dose often 56.7 µM), hits mostly cytotoxic. actives 0.49% (n = 400,000); note: potency is the fitted concentration of half-maximal effect; nearly all actives have a fitted effect of over 40% in size
KB-V1 cytotox: KB-V1 MDR subline cytotoxicity; KB-V1 MDR cells viability, CellTiter-Glo, 72 h; Potency, µM (series often up to 46.1 µM), without a hit: top-dose activity change, negative = cytotoxicity, usual class: cytotoxic; actives 3.4% (n = 400,000); AID 1347076; note: potency is the fitted concentration of half-maximal effect; % is set by controls: 0 for no effect and ±100 for the full control effect; nearly all actives have a fitted effect of over 60% in size
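Drug-selected KB-V1 cells, grown in DMEM lacking phenol red with 10% FBS, receive compound titrations; after three days at 37 degrees C, surviving cell ATP is quantified by CellTiter-Glo luminescence and responses normalized and curve-fitted.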
HT1080-NT tox: kills 2HG-producing HT-1080-NT fibrosarcoma cells. actives 1.6% (n = 360,000). Potency, µM (series often up to 46.1 µM), for inactives: at the highest dose activity, negative = less viability, actives largely listed as cytotoxic. HT-1080-NT fibrosarcoma viability, CellTiter-Glo ATP luminescence, 48 h;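 note: NT is the 2HG producing partner of a matched IDH1 knockdown line; potency is the fitted concentration of half-maximal effect; 0% = DMSO-treated cells and -100% = media-only wells without cells; nearly all actives have a fitted effect of over 55% in size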
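HT-1080-NT fibrosarcoma cells (2HG-overproducing), 750 cells/well in RPMI with 5% FBS, dosed after 2 h and incubated 48 h at 37C. CellTiter-Glo luminescence normalized to DMSO and no-cell wells; concentration-response curves fitted and classed.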
HT1080 IDH1KD tx: toxicity to HT-1080 IDH1 knockdown cells (counter line); HT-1080 IDH1 knockdown viability, ATP luminescence, 48 h; Potency, µM (highest dose often 46.1 µM), for the others: at the highest dose activity, negative = toxicity, actives largely listed as cytotoxic; actives 2% (n = 360,000); AID 686971;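 note: potency is the fitted concentration of half-maximal effect; 0% = DMSO wells and -100% = cell-free medium wells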
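Knockdown cells (IDH1KD HT-1080) received compounds 2 h after plating at 750 cells/well and were kept 48 h at 37 °C in 5% FBS RPMI. A CellTiter-Glo luminescence read gave % activity for curve fitting.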
ATXN2 expr inh: inhibitors of ATXN2 expression. HEK-293 ATXN2-luciferase reporter, luminescence, 24 h. Potency, µM (doses to about 57 µM), for inactives: at the highest dose activity change, negative = inhibition, actives largely listed as inhibitors. actives 0.72% (n = 360,000). AID 1745845; note: potency is the fitted concentration of half-maximal effect; % is set by controls: 0 for no effect and ±100 for the full control effect; nearly all actives have a fitted effect of over 55% in size
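qHTS (up to 57 uM final) was run with 24 h compound exposure of reporter cells at 37 °C. Each well was multiplexed: SteadyGlo luminescence measured ATXN2-luciferase expression after a fluorogenic Gly-Phe-AFC viability readout (25 uM final).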
SW480 rerep: induces DNA re-replication in SW480 colon adenocarcinoma cells; SW480 DNA re-replication, Hoechst DNA content imaging, 48 h; Potency, µM (doses to about 46.1 µM), for the others: at the top dose re-replication activation, hits mostly activators; actives 1.8% (n = 340,000); AID 624297; note: potency is the fitted concentration of half-maximal effect; % of control where 0% means no effect; nearly all actives have a fitted effect of over 55% in size
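250 cells/well; 23 nL cpd via pin tool; 48 hr, 37 C, 5% CO2; Hoechst 40 min; imager read of total nuclear intensity, ex 405/em 500-530 nm.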
KB-3-1 cytotox: kills parental KB-3-1 adenocarcinoma cells; KB-3-1 viability, CellTiter-Glo ATP luminescence, 72 h; Potency, µM (top dose mostly 46.1 µM), without a hit: at the top dose activity change, negative = cytotoxic, most hits filed as cytotoxic; actives 1.4% (n = 400,000); AID 1347075; note: potency is the fitted concentration of half-maximal effect; % is set by controls: 0 for no effect and ±100 for the full control effect; nearly all actives have a fitted effect of over 60% in size
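Using CellTiter-Glo luminescence, growth of non-resistant KB-3-1 adenocarcinoma cells is assessed 72 h after pin-tool compound addition at 37 °C. Normalized responses across the concentration series yield fitted curves.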
IL1B secr inh: blocks inflammasome-driven IL-1 beta release; THP-1 LPS/ATP IL-1B secretion, AlphaLISA, 16 h; stronger effect = lower value; activity change, % at 57.5 µM; actives 4.7% (n = 360,000); AID 743279; in the data active = activity change below about -50%; inconclusive = mostly about -30% to -49%; note: % is set by controls: 0 for no effect and ±100 for the full control effect
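Secreted IL-1B measured by AlphaLISA bead assay after 16 h compound exposure of THP-1 cells; compounds (final up to 57.5 uM) added 1 h before LPS (250 ng/mL) and ATP (1.25 mM) stimulation; lower signal means less secretion.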
MCF10A rerep: DNA re-replication induction in MCF 10a cells. MCF 10A DNA re-replication, Hoechst nuclear intensity, 48 h. Potency, µM (doses to about 46.1 µM), for inactives: at the highest dose activity, positive = re-replication, hits mostly activators. actives 2.9% (n = 350,000). AID 624296; note: potency is the fitted concentration of half-maximal effect; % of control where 0% means no effect; nearly all actives have a fitted effect of over 50% in size
* = called active by the depositor; i = inactive; ? = inconclusive; . = no result given; [ ] = remark or other dose. Unless noted, calls come from the whole dose curve; as a rule, active = well fitted curve in the direction sought with a large enough effect; inconclusive = small, poorly fitted or top-dose-only effect, or another doubt; inactive = no such curve, though single readings can be large; an effect the other way counts as inactive or inconclusive. An unsorted share of the library; 11% or so of the library scored in one or more.

SMILES | ATXN2 expr inh | KB-3-1 cytotox | IL1B secr inh | S2 tox | SW480 rerep | HT1080-NT tox | KB-V1 cytotox | MCF10A rerep | HT1080 IDH1KD tx
COc1cc(OC)cc(-c2nc3nc(C)c(CCC(=O)Nc4ccc(C)c(C)c4)c(C)n3n2)c1 | 3% | -19% | . | i | . | . | 0% | . | .
CC(=O)Nc1cc(-c2cccc(NS(C)(=O)=O)c2)cn2c(-c3ccccc3)cnc12 | 28% | 0% | -16 | i | . | ? | 3% | . | ?
Cc1cccc(NC(=O)CO/N=C/c2ccc3c(c2)OCO3)c1 | 12% | 10% | -11 | i | . | 2% | ? | -5% | 9%
O=C(Nc1ccc(N2CCOCC2)cc1N1CCOCC1)c1ccco1 | -10% | -10% | -17 | i | -6% | 10% | 15% | 10% | 2%
CCn1c(NC(=O)C2CCCCC2)nc2ccccc21 | -10% | ? | -12 | i | ? | -11% | ? | 12% | -26%
CSCCC(NC(=O)c1ccc(Cl)c([N+](=O)[O-])c1)C(=O)N1CCN(C/C=C/c2ccccc2)CC1 (centres undefined) | ? | 8% | -103* | ? | 2% | -9% | -8% | 18µM* | -8%
CCN(CC(=O)NCC1CCCO1)S(=O)(=O)c1ccc(Cl)cc1 (centres undefined) | 6% | -6% | 23 | i | -13% | -4% | -6% | 21% | 0%
O=C(COC(=O)c1ccccc1NCCO)NCCc1ccccc1 | 1% | 1% | 15 | i | 1% | -13% | ? | 0% | -1%
COc1ccc(CCN2C(=O)N(c3ccc(OC)cc3)C(=O)C2CC(=O)Nc2ccc(OC)cc2)cc1 (centres undefined) | 3% | 12% | 31 | i | 1% | -8% | ? | 11% | -12%
O=c1c2ccccc2oc2ccc(NCCCn3ccnc3)cc12 | -17% | 23% | -58* | i | 0% | 1% | ? | -15% | -8%
O=C(CCCCCN1C(=O)c2cccc3cccc(c23)C1=O)N1CCOCC1 | -18% | 3% | -8 | i | -10% | 10% | -16% | -9% | 10%
Cc1c(C(=O)Nc2ccc(S(N)(=O)=O)cc2)oc2ccc(Cl)cc12 | -1% | 11% | -13 | i | -2% | 2% | 7% | 10% | -10%
CCOC(=O)N1CCN(Cc2nc3c(c(=O)[nH]c(=O)n3C)n2Cc2ccccc2C)CC1 | -8% | 0% | 6 | i | -7% | 0% | -23% | 15% | 8%
Nc1cc(=O)[nH]c(SCC(=O)Nc2ccc(F)c(Cl)c2)n1 | -37% | -2% | 0 | i | -1% | -17% | -18% | 1% | -17%
COc1ccc(CNC(=O)CCCn2c(=S)[nH]c3cc4c(cc3c2=O)OCO4)cc1 | 2% | 8% | 1 | i | ? | 2% | 16% | 12% | 16%

2 compounds picked at random from those above, as already listed:
SMILES | ATXN2 expr inh | KB-3-1 cytotox | IL1B secr inh | S2 tox | SW480 rerep | HT1080-NT tox | KB-V1 cytotox | MCF10A rerep | HT1080 IDH1KD tx
COc1cc(OC)cc(-c2nc3nc(C)c(CCC(=O)Nc4ccc(C)c(C)c4)c(C)n3n2)c1 | 3% | -19% | . | i | . | . | 0% | . | .
Nc1cc(=O)[nH]c(SCC(=O)Nc2ccc(F)c(Cl)c2)n1 | -37% | -2% | 0 | i | -1% | -17% | -18% | 1% | -17%

(list continues)
SMILES | ATXN2 expr inh | KB-3-1 cytotox | IL1B secr inh | S2 tox | SW480 rerep | HT1080-NT tox | KB-V1 cytotox | MCF10A rerep | HT1080 IDH1KD tx
CCOc1ccc(C(=O)N/N=C(/C)C2C(=O)c3ccccc3C2=O)cc1 | -33% | -13% | 32 | ? | 1% | -12% | ? | -2% | -12%
COc1ccc(C2C(C(=O)Nc3ccc(C)cc3C)=C(C)Nc3nc(SCc4cccc(C)c4)nn32)c(OC)c1 (centres undefined) | 3% | 17% | . | i | . | . | ? | . | .
COc1ccc(CC(=O)NC2CCN(CC(=O)Nc3ccc4c(c3)OCCO4)CC2)cc1OC | 0% | 1% | 23 | i | -3% | 3% | -15% | -5% | -7%
COc1ccc(Nc2nc(C(=O)NCCCN3CCOCC3)cs2)cc1 | 1% | 3% | -6 | i | 0% | 10% | ? | 4% | 7%
Cc1ccc2c(=O)c(C(=O)c3ccc(F)cc3)cn(CC(=O)NC3CCCCC3)c2n1 | 13% | 8% | . | i | . | . | 17% | . | .
CCc1noc(C)c1C(=O)N(CC(C)C)c1c(N)n(Cc2ccccc2)c(=O)[nH]c1=O | -3% | -2% | 8 | i | -2% | 6% | 7% | 1% | 14%
COCC(=O)OCC(=O)N1N=C(c2ccc(Cl)cc2)CC1c1ccco1 (centres undefined) | -14% | 19% | -8 | i | 1% | -7% | -8% | -1% | -3%
COc1cc(NC(=S)Nc2ncccc2C)cc(OC)c1OC | 29% | -3% | -12 | i | -8% | 11% | 4% | ? | 13%
CC(O)C(NC=C1C(=O)OC(C)(C)OC1=O)C(=O)O (centres undefined) | 23%[11.3 µM] | 0% | -11 | . | 7% | -5% | 5% | -7% | 2%
Cc1nn(C)c(C)c1C(C)NC(=O)c1cc(COc2cncc(Cl)c2)on1 (centres undefined) | -16% | -1% | 22 | i | 20% | 2% | -1% | 1% | 9%
COc1ccc(CN(C(=O)c2ccc(-c3ccccc3)[nH]2)C(C(=O)NC(C)(C)C)c2ccncc2)cc1 (centres undefined) | -37% | ? | -83* | i | ? | -22% | 12µM* | 14% | 15µM*
CC1=C(C(=O)OCCOc2ccccc2)C(c2ccc(C)o2)C2=C(CC(C)(C)CC2=O)N1 (centres undefined) | -17% | ? | -18 | i | 1% | -15% | ? | -1% | -28%
CCN(CC)c1ccc(-c2nc(-c3ccncc3)no2)cc1[N+](=O)[O-] | 24% | 5% | . | i | . | . | 21% | . | .
O=C(Cc1ccccc1Cl)Nc1nc2ccccc2[nH]1 | 20% | 7% | 32 | i | -12% | -25% | 0% | 6% | ?
COc1ccc(C(O)c2nc(-c3cncnc3)cs2)cc1 (centres undefined) | 2% | 0% | 2 | i | . | ? | 5% | . | 18%
CC(=O)c1cc(C#N)c(Oc2cc(C)cc(C)c2)nc1C | -4% | -4% | 11 | ? | ? | 4% | 0% | 12% | 2%
O=C(C[n+]1ccccc1)Nc1ccccc1[N+](=O)[O-] | 1% | -6% | 13 | i | -5% | 0% | 7% | 7% | -4%
OCCC1CN(CC#Cc2ccccc2)CCN1Cc1ccccc1F (centres undefined) | 4% | 9% | -8 | i | 0% | 2% | -14% | 22% | 2%
CCc1nnc2c(Nc3ccccc3Br)nc3ccccc3n12 | 11% | -2% | . | i | . | . | 3% | . | .
CN1OC[C@@H]2CN[C@H](c3ccc(-c4cc5ccccc5o4)cc3)C[C@@H]21 | 0.2µM* | 8% | -10 | i | . | ? | -5% | . | -26%
O=C(O)c1cc(Cl)c(Cl)cc1C(=O)NCc1ccco1 | 3% | -17% | 4 | i | 0% | -7% | -6% | -17% | -7%
CC(=O)c1cccc(NC(=O)C(CC(C)C)NC(=O)C2CCCCC2)c1 (centres undefined) | 4% | -28% | -21 | i | -2% | 4% | ? | -13% | -1%
CC(C)N1CCN(CCCc2ccccc2)CC1CCO (centres undefined) | 4% | -1% | -4 | i | -6% | 1% | 18% | 3% | 0%
CC(NC(=O)CCc1ccccc1)c1cc2c(cc1Cl)OCCO2 (centres undefined) | -1% | ? | -2 | i | 18% | -6% | 21µM* | ? | 0%
COc1ccc([N+](=O)[O-])cc1NCc1ccco1 | . | 10% | ? | i | 4% | 6% | -1% | 3% | 15%
Cc1cccc(C(=O)NNC(=O)C2CCN(C(=O)OC(C)(C)C)CC2)c1 | 0% | 0% | 1 | i | -28% | -3% | -10% | -2% | 0%
Cc1ccc2c(=O)cc(C(=O)Nc3sc4c(c3C(=O)NCC3CCCO3)CCCC4)oc2c1C (centres undefined) | 1% | -2% | . | i | . | . | 26% | . | .
CCC(Oc1ccccc1F)C(=O)NCCN1CCOCC1 (centres undefined) | 0% | 4% | 1 | i | -3% | 20% | -12% | 6% | 18%
C=CCn1c(=S)[nH]c2ccc(Br)cc2c1=O | -7% | ? | 12 | i | 0% | 4% | ? | 1% | 2%
CCN1CCN(S(=O)(=O)c2cc(OCC(=O)NC3CCCCC3)c(C)cc2Cl)CC1 | -25% | ? | ? | i | 3% | -4% | ? | ? | -1%
COc1ccc(OCCSc2nc(N)cc(N)n2)cc1 | 58%[activator] | 0% | 0 | i | 0% | -12% | -33% | ? | -21%
CCCCn1c(N)c(N(CCOC)C(=O)c2ccc(F)c(S(=O)(=O)N3CCOCC3)c2)c(=O)[nH]c1=O | 5% | 13% | 3 | i | -14% | 10% | 9% | -1% | 7%
Cn1c(=O)c2c(nc(N3CCc4ccccc4C3)n2Cc2ccc(Br)cc2)n(C)c1=O | -4% | -3% | 31 | i | -6% | 3% | 1% | 1% | -1%
O=C(OCn1nnc2ccccc2c1=O)c1ccc(Br)o1 | 4% | -3% | 2 | i | 1% | 14% | 2% | -11% | 6%
O=C(O)CCC(=O)N1CCC[C@H]1C(=O)O | 5% | 0% | 16 | i | -4% | -1% | 2% | -6% | 8%
CCNC(=O)C1CCCN(C(=O)c2cc(OC)c(OC)c(OC)c2)CC1 (centres undefined) | 5% | -1% | -12 | i | . | 1% | -14% | . | -28%
Cc1c(NC(=O)C(C)OC(=O)CCC2CCCC2)c(=O)n(-c2ccccc2)n1C (centres undefined) | -21% | -5% | -7 | ? | -26% | 8% | ? | ? | 16%
CCCCn1nc2cc(C(=O)NCc3cc(C(F)(F)F)cc(C(F)(F)F)c3)ccc2c1OCC | -4% | 21% | -19 | i | 25% | -7% | 11% | 4% | 4%
OC(COc1ccccc1Br)CN1CCNCC1 (centres undefined) | -5% | 21% | -16 | i | ? | -13% | 15% | -7% | 3%
Cc1cc(=O)oc2c3c(cc(OCC(=O)NCC4CCC(C(=O)O)CC4)c12)OC(C)(C)CC3 (centres undefined) | 2% | 0% | 0 | i | -8% | -9% | ? | 19% | -2%
Cc1cccc(NC(=O)c2ccc(NC(C)c3ccccc3)c([N+](=O)[O-])c2)n1 (centres undefined) | 4% | ? | 7 | i | ? | 14% | -11% | 0% | 0%

High-throughput results (PubChem)
